Compound activity deposited in PubChem BioAssay by Southern Research Specialized Biocontainment Screening Center.
inhibitors of VEEV = inhibitors of VEEV TC-83 cytopathic effect, confirmation, Vero cells (AID 588727) | 0.13% of 350,000 active | Vero cells, VEEV TC-83 cytopathic effect inhibition; higher % means a stronger effect | one-dose inhibition, % at 20 µM; IC50 in µM for titrated hits; in the data active = a potency from the dose series; inconclusive = inhibition mostly from about 14% at the one dose, without a potency; inactive = the rest, 99 in 100 with inhibition below about 12%; note: strong numbers were not always called active
M. tuberculosis = growth inhibition of non-replicating M. tuberculosis (AID 488890); Mycobacterium tuberculosis non-replicating, growth inhibition; higher % means a stronger effect; 0.39% of 320,000 active; inhibition, % at 25 µM, or IC50 in µM where a hit was titrated; in the data active = a potency from the dose series; inconclusive = inhibition mostly from about 82% at the one dose, without a potency; inactive = the rest, 99 in 100 with inhibition below about 76%;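 note: plate controls were DMSO cells for no effect and high antibiotic wells for full effect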
M. tuberculosis HTS = M. tuberculosis growth inhibition, HTS (AID 449762). M. tuberculosis H37Rv growth inhibition, 7H9 media; higher % means a stronger effect. one-dose inhibition, % at 25 µM; IC50 in µM for titrated hits. 0.59% of 330,000 active; in the data active = a potency from the dose series; inconclusive = inhibition above about 70% without an active follow-up result;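 note: bacterial growth assessed after seven days of incubation; strong numbers were not always called active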
Salmonella PhoP GFP = PhoP regulon inhibitors, Salmonella typhi PhoP promoter GFP reporter, confirmatory (AID 1850) | Salmonella Typhi PhoP-promoter GFP reporter, fluorescence, 4 h; higher % means a stronger effect | inhibition, % at 50 µM; hits with a dose series show IC50 in µM | 0.33% of 310,000 active; in the data active = a potency from the dose series; inconclusive = inhibition mostly from about 25% at the one dose, without a potency; inactive = the rest, 99 in 100 with inhibition below about 19%;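 note: 0% = induced wells with vehicle and 100% = uninduced wells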
H1N1 NS1A inhibition = NS1A inhibition, H1N1 influenza, cell based functional assay (AID 504329) | NS1A functional cell-based assay, percent inhibition; higher % means a stronger effect | inhibition, % at 12.5 µM, or IC50 in µM where a hit was titrated | 0.3% of 340,000 active; in the data active = a potency from the dose series; inconclusive = inhibition above about 27% without an active follow-up result; note: strong numbers were not always called active
inhibitors of VEEV 10K pilot screen = second read-out of inhibitors of VEEV, no call of its own (marks repeat the call); inhibition, %; measured here: 10K pilot screen inhibition
* marks the source's active call; other numbers are inactive results; i = inactive; ? = inconclusive; . = not tested or not shown; & = joins results of further samples.

SMILES	inhibitors of VEEV	M. tuberculosis	M. tuberculosis HTS	Salmonella PhoP GFP	H1N1 NS1A inhibition	others
CN1C(=O)C(=Cc2coc3ccccc3c2=O)C(=O)N(C)C1=O	1.1%	-6.4%	4.6%	9.3%	-17.7%
CCN(CC)CCOc1nnc(-c2ccc(C)cc2)c2ccccc12	0.8%	3.9%	0.9%	-7.6%	-4.7%
Cc1ccc2[nH]cc(CCNC(=O)c3ccc4c(c3)OCO4)c2c1	1.3%	25.2%	1.8%	-4.9%	-1.0%
Nc1cc(C(=O)O)ccc1N1CCCCC1	1.1%	14.2%	-1.2%	-1.8%	-1.4%
O=C(N/N=C/c1ccc(Br)s1)c1cccs1	i	79.8%	24.3µM*	5.1%	.
CCOC(=O)c1c(C)[nH]c(C(=O)COC(=O)CSCC(=O)N(CC)CC)c1C	2.8%	-10.7%	-8.0%	-6.9%	7.5%
CCOC(=O)c1cc(C)n(-n2cnnc2)c1C	1.0%	.	8.8%	3.7%	1.3%
C=CCN1CC(c2nc3ccccc3n2CCOc2ccccc2)CC1=O (stereo not drawn)	1.3%	39.4%	-5.6%	5.4%	-13.3%
CC12CCC(=O)N1C(C(=O)Nc1cccc(S(=O)(=O)N3CCCCC3)c1)CS2 (stereo not drawn)	2.9%	-10.7%	-10.5%	8.3%	-27.8%
O=C(Cn1c(=O)n(-c2ccccc2)c(=O)c2sccc21)NCc1ccccc1	3.3%	-10.4%	-1.2%	8.5%	-19.5%
COn1c(-n2nc(C)cc2C)nc2ccccc2c1=O	1.4%	7.8%	-2.4%	2.4%	-3.5%
O=C1CN(C(=O)c2cccc(S(=O)(=O)N3CCCC3)c2)c2ccccc2N1	i	3.8%	-2.4%	5.4%	1.1%
O=C(N/N=C/c1cccnc1)c1ccc(CN2c3cccc4cccc(c34)S2(=O)=O)cc1	6.2%	28.9%	7.1%	-18.1%	7.1%
COc1ccc(-c2c(-c3cc(OC)cc(OC)c3)n(C)c3ccc(-c4ccc(OC)nc4)cc23)cc1	0.3%	-12.6%	-6.5%	.	-5.5%
COc1ccc(CCN2C(=O)CC(NCCc3ccc(S(N)(=O)=O)cc3)C2=O)cc1OC (stereo not drawn)	1.4%	18.8%	-9.5%	-0.3%	4.5%
CC(C)(C)OC(=O)NCC1CCN(S(=O)(=O)Cc2ccccc2)CC1	i	18.4%	0.9%	1.8%	-2.2%
CCCCC(=O)NC(c1ccc([N+](=O)[O-])cc1)c1c(O)ccc2ccccc12 (stereo not drawn)	25.3%	7.2%	4.8%	-2.5%	21.4%
Cc1cc(OCC(=O)N(Cc2cccs2)C2CCS(=O)(=O)C2)ccc1Cl (stereo not drawn)	7.3%	12.1%	-8.5%	-5.7%	2.9%
O=c1[nH]ccc2c([N+](=O)[O-])cccc12	3.1%	-6.3%	3.9%	-10.7%	-2.6%
Cc1ccc(Nc2nnc(SCC(=O)c3c(N)n(C4CC4)c(=O)[nH]c3=O)s2)cc1C	4.7%	-8.4%	-0.7%	.	-6.0%
N=Cc1c(O)n(-c2ccc(C34CC5CC(CC(C5)C3)C4)cc2)c(=O)[nH]c1=O	1.6%	16.7%	-3.2%	-10.1%	2.8%
CCCn1c2ccccc2c2cn[nH]c(=O)c21	4.4%	1.7%	7.5%	2.2%	4.0%
COc1ccccc1N(C)S(=O)(=O)c1ccc(Cl)c(C(=O)Nc2cccc(C)n2)c1	9.3%	11.6%	-5.0%	-33.1%	5.5%
COc1ccccc1/C=N/NC(=O)c1ccc2c(c1)OCO2	i	67.9%	-25.3%	-3.7%	-24.6%

A run of entries from further up, as a working copy:
SMILES	inhibitors of VEEV	M. tuberculosis	M. tuberculosis HTS	Salmonella PhoP GFP	H1N1 NS1A inhibition	others
CC12CCC(=O)N1C(C(=O)Nc1cccc(S(=O)(=O)N3CCCCC3)c1)CS2 (stereo not drawn)	2.9%	-10.7%	-10.5%	8.3%	-27.8%
O=C(Cn1c(=O)n(-c2ccccc2)c(=O)c2sccc21)NCc1ccccc1	3.3%	-10.4%	-1.2%	8.5%	-19.5%
COn1c(-n2nc(C)cc2C)nc2ccccc2c1=O	1.4%	7.8%	-2.4%	2.4%	-3.5%
O=C1CN(C(=O)c2cccc(S(=O)(=O)N3CCCC3)c2)c2ccccc2N1	i	3.8%	-2.4%	5.4%	1.1%
O=C(N/N=C/c1cccnc1)c1ccc(CN2c3cccc4cccc(c34)S2(=O)=O)cc1	6.2%	28.9%	7.1%	-18.1%	7.1%
COc1ccc(-c2c(-c3cc(OC)cc(OC)c3)n(C)c3ccc(-c4ccc(OC)nc4)cc23)cc1	0.3%	-12.6%	-6.5%	.	-5.5%
COc1ccc(CCN2C(=O)CC(NCCc3ccc(S(N)(=O)=O)cc3)C2=O)cc1OC (stereo not drawn)	1.4%	18.8%	-9.5%	-0.3%	4.5%
CC(C)(C)OC(=O)NCC1CCN(S(=O)(=O)Cc2ccccc2)CC1	i	18.4%	0.9%	1.8%	-2.2%
CCCCC(=O)NC(c1ccc([N+](=O)[O-])cc1)c1c(O)ccc2ccccc12 (stereo not drawn)	25.3%	7.2%	4.8%	-2.5%	21.4%
Cc1cc(OCC(=O)N(Cc2cccs2)C2CCS(=O)(=O)C2)ccc1Cl (stereo not drawn)	7.3%	12.1%	-8.5%	-5.7%	2.9%
O=c1[nH]ccc2c([N+](=O)[O-])cccc12	3.1%	-6.3%	3.9%	-10.7%	-2.6%
Cc1ccc(Nc2nnc(SCC(=O)c3c(N)n(C4CC4)c(=O)[nH]c3=O)s2)cc1C	4.7%	-8.4%	-0.7%	.	-6.0%
N=Cc1c(O)n(-c2ccc(C34CC5CC(CC(C5)C3)C4)cc2)c(=O)[nH]c1=O	1.6%	16.7%	-3.2%	-10.1%	2.8%

The list goes on.
SMILES	inhibitors of VEEV	M. tuberculosis	M. tuberculosis HTS	Salmonella PhoP GFP	H1N1 NS1A inhibition	others
Cc1nc2nc(C)n(CCN3CCOCC3)c(=O)c2c(-c2cccc([N+](=O)[O-])c2)c1C(=O)CCCCCCCCCCN1CCC(c2ccccc2)(c2ccccc2)CC1	i	.	.	.	21.9µM*
COCCCNC(=O)CCc1nc2cccnc2n1Cc1ccccc1	i	.	.	-4.6%	4.2%	inhibitors of VEEV 10K pilot screen=0.4
Cc1ccn2c(=O)nc(SCC(=O)N3CCC(C)CC3)nc2c1	0.2%	12.7%	-2.8%	1.8%	-5.6%
CC(C)NC(=O)N(C)C[C@H]1Oc2ccc(NS(=O)(=O)c3ccccc3)cc2C(=O)N([C@H](C)CO)C[C@H]1C	2.2%	7.2%	3.2%	.	-16.3%
COc1ccc(C(=O)Nc2cc(C)ccc2NC(=O)COc2ccccc2)cc1	0.0%	-1.0%	-5.5%	-5.1%	-3.8%
COCCNC(=O)CSc1nc2nc(C)cc(C)n2n1	1.1%	-1.1%	-3.1%	6.4%	12.0%
O=c1c2ccccc2c(=O)n(Cc2ccccc2)n1Cc1ccccc1	2.9%	39.7%	13.7%	-7.2%	-5.4%
Cc1nc(SCC(=O)Nc2nc3ccccc3s2)n[nH]1	7.7%	3.6%	-20.1%	1.6%	12.9%
C=CCNc1oc(C2CCCC2)nc1C#N	1.1%	2.9%	-7.8%	.	-23.0%
CC(=O)NC(Cc1cc(C)ccc1C)C(=O)N1CCN(C(=O)Nc2ccc(C(C)=O)cc2)CC1 (stereo not drawn)	0.6%	-10.9%	-6.2%	-1.7%&-1.5%	5.9%
O=C(O)c1ccc(-n2cccc2/C=N\NC(=O)c2cc3cc(Br)ccc3o2)cc1	0.5%	-14.0%	17.9%	0.9%	19.9%
O=C1C2C3C=CC(C4CC34)C2C(=O)N1/N=C/c1ccc(-c2ccc(Cl)cc2[N+](=O)[O-])o1 (stereo not drawn)	4.5%	13.4%	-6.2%	-4.6%	13.7%
CC1(C)CC(=O)c2c(-c3cccnc3)n[nH]c2C1	2.5%	5.2%	-16.5%	10.5%	-4.0%
COc1ccc2cc([C@H](C)C(=O)N(C)Cc3ccccc3N3CCCC3)ccc2c1	3.6%	50.6%	6.4%	-13.5%	5.3%
CCOC(=O)C1CCN(S(=O)(=O)c2ccc(Cl)cc2OC)CC1	2.9%	3.4%	0.0%	7.9%	5.8%
COc1ccc(/C=C/C(=O)c2sc(-c3ccccc3)nc2C)cc1	5.8%	19.8%	-17.3%	-5.3%	-9.4%
O=C(O)c1ccccc1NS(=O)(=O)c1ccc(N/N=C/c2ccc(O)c(O)c2)c([N+](=O)[O-])c1	1.3%	.	.	.	16.6%
O=c1[nH]c(N2CCN(Cc3ccc4c(c3)OCO4)CC2)nc2c1CCC2	i	28.6%	-1.1%	4.0%	-10.0%
CN(Cc1cnccn1)C(=O)CC1C(=O)NCCN1Cc1c(F)cccc1Cl (stereo not drawn)	0.5%	3.4%	1.9%	1.0%	5.8%
O=S(=O)(NN=C1CCCCC1)c1ccccc1	0.2%	0.0%	-1.2%	-6.8%	-0.8%
COc1ccc(COCC(O)CN(Cc2ccccc2)C(C)C)cc1OC (stereo not drawn)	i	6.1%	-0.1%	-30.6%	-7.5%
OCC[C@@H]1C[C@H](O)[C@@H](O)[C@]2(CCCc3ccccc3O2)O1	i	2.6%	-0.8%	4.6%	2.4%	inhibitors of VEEV 10K pilot screen=1.6
O=C(CSc1nnnn1-c1cccc(F)c1)NC1CCCCC1	1.2%	-1.0%	-6.6%	.	-3.9%
CCCCCOc1ccc(Cl)cc1CN1CCOCC1	0.2%	-0.8%	2.4%	5.4%	-9.4%
C=CCOc1ccccc1CN1CCCCCC1	0.7%	12.6%	6.1%	7.0%	-2.0%
CC[C@H](C)C(=O)O[C@H]1CCC=C2C=C[C@H](C)[C@H](CC[C@@H]3C[C@@H](O)CC(=O)O3)[C@H]21	9.1%	8.9%	19.2%	-0.8%	-8.0%
COc1cccc(/C=N/n2c(-c3cc(C)[nH]n3)n[nH]c2=S)c1	2.5%	-11.1%	-5.5%	3.1%	-14.6%
CCCCN1C(=O)C2Cc3c([nH]c4ccccc34)CN2C1=S (stereo not drawn)	6.0%	10.2%	2.1%	-0.5%	5.4%
O=C(NNC(=O)c1cc([N+](=O)[O-])ccc1Cl)c1cccs1	i	2.8%	0.7%	-3.1%	-7.5%
CC1(C)Cc2cccc(Oc3ccc(S(=O)(=O)N4CCCCC4)cn3)c2O1	3.1%	16.2%	6.6%	-11.0%	3.4%
CCCCCCOc1ccc(C(CC(=O)NC)C(=O)O)cc1 (stereo not drawn)	3.4%	5.8%	-4.5%	-1.0%	-4.5%
CCOc1cccc(/C=C/c2ccc3cccc(O)c3n2)c1O	2.9%	?	1.38µM*	-5.6%	-10.4%
CCCN(C(=O)CSCC(=O)Nc1ccc(OC)cc1)c1c(N)n(Cc2ccccc2)c(=O)[nH]c1=O	2.7%	20.0%	-20.8%	5.3%	8.8%
NC(c1ccccc1)c1ccncc1 (stereo not drawn)	1.8%	-1.9%	-0.9%	-4.2%	-10.2%
CCOC(=O)c1sc(NC(=S)NC(=O)CC(C)C)cc1C	i	?	?	6.9%	11.1%
CCN(c1cccc2ccccc12)S(=O)(=O)c1ccc(Cl)nc1	0.3%	6.1%	-9.4%	-2.3%	-9.4%
CCOc1ccc(N(C)S(=O)(=O)c2ccc(C)c(C(=O)NCc3cccs3)c2)cc1	3.8%	40.9%	-4.9%	.	-0.6%
CCOP(=O)(OCC)/C(C#N)=C/c1ccc(Br)cc1	0.6%	6.8%	0.3%	-1.2%	-17.8%
O=C(CNS(=O)(=O)/C=C/c1ccccc1)OCC(=O)N1CCC(Cc2ccccc2)CC1	0.6%	41.4%	-8.9%	1.1%	8.4%
O=C(Cc1ccc(F)cc1)N[C@@H]1c2ccccc2CC[C@H]1OCc1ccccc1	i	.	.	.	-7.7%
CC(=O)Nc1ccc(Cc2ccncc2)cc1	0.5%	-7.4%	-6.5%	-19.1%	8.7%
O=C1CC(SCCO)C(=O)N1c1ccccc1 (stereo not drawn)	i	2.9%	-5.3%	-7.2%	9.3%
O=C(NC1=NCCS1)C1CC(=O)N(c2ccc(Cl)cc2)C1 (stereo not drawn)	1.4%	-2.8%	-5.7%	-1.6%	3.4%
COc1ccccc1/C=C/C1=NC(=C\N(C)C)/C(=O)O1	6.7%	0.3%	0.4%	-1.1%	-3.9%
